# Screens as filed in PubChem BioAssay.
# INS promoter inh – TRM-6 insulin promoter activity inhibition; TRM-6 cells (human fetal islet line), insulin promoter-eGFP reporter, imaging; reporter expression induced with tamoxifen; inhibition, % at 2 µM; 130,000 compounds, 0.9% hits; AID 1273;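 active = inhibition above the mean plus 3 SD, with well images judged a real hit on visual review, cut at about 60% in these data, passing the limit was not always enough; inconclusive = inhibition over the cutoff but images rejected on review; inactive = inhibition not above the cutoff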
# sdo1 growth – compounds rescuing growth of sdo1-depleted yeast, bone marrow failure model. S. cerevisiae sdo1-depleted JHY4D growth rescue, OD600 30 h; stronger effect = higher value; pdr5 snq2 efflux-pump mutant strain. z-score at 10 µM. 140,000 compounds, 0.21% hits. AID 817;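 active = z-score above 3 at both the 24 hr and the 30 hr optical density reads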;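 note: z-score against mean and SD of all compound wells on the same plate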
# sdo1 growth Rescue 24 h – further read-out of sdo1 growth, marked with its call; z-score; S. cerevisiae sdo1-depleted JHY4D growth rescue, OD600; measured here: growth rescue at 24 h;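 0 is the plate mean of compound wells and units are plate SD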
# * marks the source's active call; other numbers are inactive results; ? = inconclusive; nt = no result given.
sdo1 growth Rescue 24 h | INS promoter inh | sdo1 growth | Compound
-0.48 | -22 | -0.52 | CN(CC(=O)Nc1ccc(C#N)cc1)Cc1ccc(Cl)cc1Cl
-1 | -83 | -0.7 | C=Cc1cccc(NC(=O)COc2ccccc2)c1
-1.4 | nt | -1.5 | Cc1ccc2cccc(S(=O)(=O)N3CCN(c4ccccc4F)CC3)c2n1
-0.25 | nt | 0.37 | CCOc1cc(CNCc2ccccn2)ccc1OCC(=O)NC(C)(C)C
-2 | 0 | -1.8 | CC(c1ccco1)N(Cc1ccco1)C(=O)Nc1ccccc1 (stereo unspecified)
-0.69 | -27 | -2 | COc1ccc(-c2cc3nc(C)cc(N4CC(C)CC(C)C4)n3n2)cc1 (stereo unspecified)
-0.39 | -25 | 0.22 | CC(NC(=O)NC12CC3CC(CC(C3)C1)C2)C1CCCO1 (stereo unspecified)
0.26 | 27 | 1.2 | C/C(CC(=O)Nc1cccc(Cl)c1C)=N\NC(=O)C(=O)NCC(C)C
0.6 | nt | 0.56 | CSc1nnc(C)c(=O)n1COC(=O)COc1ccc2ccccc2c1
-0.7 | -121 | -1 | Cc1ccc2cc(C(c3nnnn3Cc3ccccc3)N3CCN(c4ccccc4)CC3)c(=O)[nH]c2c1 (stereo unspecified)
-0.54 | nt | -0.3 | COc1ccc(NC(=O)CN2C(=O)CSC(C)C2=O)c(OC)c1 (stereo unspecified)
2.2 | 23 | 1.1 | Cc1ccc2cc3cc(C(=O)NCc4ccc5c(c4)OCO5)oc3nc2c1
-0.6 | nt | 0.31 | N#Cc1cccc(NC(=O)Cn2c3[n+](c4ccc(C(F)(F)F)cc42)CCCCC3)c1
-0.17 | -23 | 0.04 | O=C1NCCCC1C(=O)N/N=C/c1ccccc1 (stereo unspecified)
0.8 | nt | 0.83 | O=C(CCN1C(=O)CSC1=O)Nc1ccccc1
0.66 | 7 | 2.2 | CCOc1nnc(C)c2c(C)n(-c3cccc(OC)c3)nc12
2.5 | 0 | 2.3 | O=C(CN1CCOCC1)Nc1ncc(Cc2cccc(Cl)c2)s1
3.8* | 29 | 6.2* | C=CCNC(=S)NNC(=O)c1ccc(OCC(C)C)cc1
-0.05 | nt | 0.28 | Cc1cc(-c2nnc3n2N=C(C(C)(C)C)CS3)n[nH]1
0.92 | nt | 0.48 | CC1=CCC2C(=O)N(c3ccc(C)c(Br)c3)C(=O)C2C1 (stereo unspecified)
-0.7 | ? | 0.4 | COc1ccccc1/C=N/NC(=O)c1ccc(NC(=O)c2ccccc2Br)cc1
-0.97 | nt | -0.07 | CCC(=O)Nc1cccc(NC(=O)c2ccc3c(c2)OCCO3)c1
-0.89 | 11 | 0.37 | O=C(NCc1cccs1)c1cc2c(s1)CS(=O)(=O)C2
-0.92 | nt | -0.62 | O=C(c1ccc(Cl)c(S(=O)(=O)N2CCc3ccccc3C2)c1)N1CCN(c2ccccc2)CC1
nt | -43 | nt | COc1cccc(/C=C/C(=O)Nc2ccc3c(c2)OCCO3)c1
1.8 | 20 | 1.5 | COc1ccc(CNC(=O)C(C)OC(=O)C23CC4CC(CC(O)(C4)C2)C3)cc1 (stereo unspecified)
nt | 7 | nt | Cc1cccc(/N=C/c2nc(-c3ccccc3Br)oc2O)n1
0.44 | 0 | 0.59 | CCn1c(SCC(=O)c2ccc(C)cc2)nnc1-c1ccncc1
-0.3 | 16 | -0.06 | CC(=O)Nc1cccc(-c2nnc(SCC(=O)N3CCCCC3)n2C)c1
0.15 | 28 | 0.1 | CCCOc1ccc(N2C(=O)CC(N3CCN(S(=O)(=O)c4ccccc4)CC3)C2=O)cc1 (stereo unspecified)
-0.78 | nt | -1.1 | O=C(Nc1nnc(-c2ccc(Cl)cc2)o1)c1ccccc1Br
0.5 | 0 | -1.1 | COCCn1c(C)cc(C(=O)CSc2nc3ccccc3s2)c1C
-0.78 | nt | -1.3 | Fc1ccc2[nH]c3c(N4CCSCC4)ncnc3c2c1
-0.65 | nt | -0.52 | O=C(NC1CC2CCC(C1)N2Cc1nnnn1Cc1ccco1)NC12CC3CC(CC(C3)C1)C2 (stereo unspecified)
-0.26 | nt | 0.63 | NNC(=O)COc1ncn(-c2ccccc2)n1
-1.1 | -29 | -1.5 | CC1CN(c2nc(-c3ccccc3)nnc2-c2ccccc2)CC(C)O1 (stereo unspecified)
0.32 | -14 | 1 | O=C(CCN1CCCCC1)c1ccc2c(c1)OCCO2
0.87 | nt | 0.05 | COC(=O)c1ccc(CSc2ccc3nnc(-c4ccccn4)n3n2)o1
-0.47 | -9 | 0.01 | NC(=O)N1OCC2COc3ccc4ccccc4c3C21 (stereo unspecified)
1 | nt | 0.86 | COCCNC(=O)CS(=O)Cc1nc(-c2ccccc2C)oc1C (stereo unspecified)

# Reprinted at random: 4 compounds from above, in no set order.
sdo1 growth Rescue 24 h | INS promoter inh | sdo1 growth | Compound
-0.47 | -9 | 0.01 | NC(=O)N1OCC2COc3ccc4ccccc4c3C21 (stereo unspecified)
-0.26 | nt | 0.63 | NNC(=O)COc1ncn(-c2ccccc2)n1
0.32 | -14 | 1 | O=C(CCN1CCCCC1)c1ccc2c(c1)OCCO2
1 | nt | 0.86 | COCCNC(=O)CS(=O)Cc1nc(-c2ccccc2C)oc1C (stereo unspecified)

# Returning to the listing, repeating the 6 entries before the break.
sdo1 growth Rescue 24 h | INS promoter inh | sdo1 growth | Compound
-0.26 | nt | 0.63 | NNC(=O)COc1ncn(-c2ccccc2)n1
-1.1 | -29 | -1.5 | CC1CN(c2nc(-c3ccccc3)nnc2-c2ccccc2)CC(C)O1 (stereo unspecified)
0.32 | -14 | 1 | O=C(CCN1CCCCC1)c1ccc2c(c1)OCCO2
0.87 | nt | 0.05 | COC(=O)c1ccc(CSc2ccc3nnc(-c4ccccn4)n3n2)o1
-0.47 | -9 | 0.01 | NC(=O)N1OCC2COc3ccc4ccccc4c3C21 (stereo unspecified)
1 | nt | 0.86 | COCCNC(=O)CS(=O)Cc1nc(-c2ccccc2C)oc1C (stereo unspecified)
nt | 5 | nt | CCCc1ccc(C(=O)Cn2nc(C(=O)O)c3ccccc3c2=O)cc1
-0.03 | nt | 0.24 | CCOc1ccc(/C=N/NC(=O)C(C)N(c2ccc(OC)cc2)S(C)(=O)=O)cc1 (stereo unspecified)
-0.12 | 37 | 0.17 | O=C(CSc1nnc(-c2ccc(O)cc2)n1Cc1ccccc1)NNC(=O)c1ccc(Br)cc1
-0.02 | 12 | 0.28 | Cc1ccc(C)c2[nH]c(=O)c(CCNC(=O)c3cccs3)cc12
-1.2 | 46 | -1.2 | COc1ccc2nc(NC(=O)CSC3=NCCS3)sc2c1
-0.94 | -13 | -1.6 | COc1ccc(OC)c(NC(=O)C(=O)/C=C(\O)c2cc(OC)ccc2OC)c1
2.8 | 0 | 2.5 | O=C1C2C3C=CC(C3)C2C(=O)N1CCc1ccccc1 (stereo unspecified)
0.03 | 60 | 0.14 | CCOC(=O)c1c(NC(=O)c2ccoc2C)sc(C(=O)N(C)C)c1C
0.52 | 21 | 0.93 | CN(C)/C=N/C(=S)Nc1ccc(F)cc1
0.93 | 19 | 0.92 | CC(C)(C)C(=O)Oc1cc(N)n(S(=O)(=O)c2ccccc2)n1
nt | 29 | nt | Cc1cc(N2CCCC2)nc2ccc(NC(=S)NCCCOC(C)C)cc12
-0.39 | 33 | -0.13 | Cc1cccc(NC(=O)N2CCC(c3nc4ccccc4o3)CC2)c1
-0.71 | -40 | 0.16 | CC(C)(C)NS(=O)(=O)CC12CCC(CC1=O)C2(C)C (stereo unspecified)
-1.2 | nt | -1 | Cc1ccc(SCCC(=O)N/N=C/c2ccccc2O)cc1
0.89 | 29 | 0.68 | COc1ccc(NC(=O)Cc2c(F)cccc2Cl)c(OC)c1
-1.1 | nt | -0.39 | O=S(=O)(NCCSc1nc2ccccc2o1)c1ccccc1
-0.34 | 12 | -0.31 | COC(=O)C1=C(C)Nc2nc(SCc3ccccc3)[nH]c(=O)c2C1c1cccs1 (stereo unspecified)
-0.05 | 13 | 0.79 | O=C1NC(=O)C(CC(=O)N(c2ccccc2)C2(C(=O)NC3CCCC3)CCCCC2)N1 (stereo unspecified)
-0.4 | -36 | -2.5 | O=C(C#Cc1ccccc1)c1ccc([N+](=O)[O-])cc1
-0.31 | 7 | 0.39 | CC1(C)CC(=O)C2=C(C1)OC(N)=C(C#N)C2C#Cc1ccccc1 (stereo unspecified)
0.86 | 50 | 0.77 | c1ccc(CNc2c3c(nc4ncnn24)CCCC3)nc1
1.3 | -19 | 0.41 | CCOc1ccc2nc(Cl)c(C3CC(c4ccccc4)=NN3C(=O)c3cccs3)cc2c1 (stereo unspecified)
-0.11 | 50 | 0.16 | Cc1nn(Cc2ccc(Cl)cc2)c(C)c1NC(=O)/C=C/c1cnn(C)c1
-0.93 | -13 | -0.87 | C/C(=N\NS(=O)(=O)c1ccc(C)cc1)c1ccc(Br)s1
-1.2 | -22 | -1.1 | O=C(CSc1nnc(Cc2cccs2)n1CCc1ccccc1)N1CCCc2ccccc21
-0.61 | 0 | 0.07 | Cc1ccccc1Cn1c([N+](=O)[O-])cnc1C
1.8 | -29 | 1.4 | CCCCn1c(=NC(=O)c2ccc3c(c2)OCO3)c(C#N)cc2c(=O)n3cccc(C)c3nc21
-0.9 | 0 | -0.43 | COc1cc(C(=O)O/N=C2/C=CC(=O)C(C)=C2C)cc(OC)c1OC
nt | 47 | nt | COc1ccc(NC(=O)N2CCC(Cc3ccccc3)CC2)cc1
nt | -21 | nt | COc1ccc(S(=O)(=O)N(C)c2ccc(C(=O)NC3CCCC3)cc2)cc1
nt | 25 | nt | C=CCN1CCN(C(c2ccccc2OC)c2nnnn2C(C)(C)C)CC1 (stereo unspecified)
-1.1 | -75 | -0.88 | CC(=O)Nc1sc(NC(=O)c2ccc(C)cc2)nc1-c1cccs1
-0.56 | nt | -0.31 | Cc1csc(NC(=O)CSc2nc3ccccc3c(=O)[nH]2)n1
-0.09 | -3 | 0.72 | CCCNCC(O)Cn1c2ccccc2n2c(=O)cc(C)c(C#N)c12 (stereo unspecified)
0.03 | -10 | -0.19 | COc1ccc(-c2csc(NC(=O)COC(=O)c3ccco3)n2)cc1
0.06 | 43 | 0.98 | C/C(CC(=O)Nc1cc(C)cc(C)c1)=N\NC(=O)c1ccccn1
-0.14 | 20 | -0.19 | CS(=O)(=O)N1CCN(c2ccc(C(=O)NC3C4CC5CC(C4)CC3C5)cc2[N+](=O)[O-])CC1 (stereo unspecified)
0.8 | 50 | 0.59 | COc1ccc(NC(=O)N2CC(C)OC(C)C2)cc1OC (stereo unspecified)
-0.38 | -24 | 0.75 | COC(=O)c1cn(NC(=O)c2cc(OC)cc(OC)c2)c(=O)c2ccccc12
-0.76 | nt | -0.59 | COc1cc2c(cc1OC)C(C)N(C(=O)Cn1ncc3c1-c1ccccc1OC3)CC2 (stereo unspecified)
0.81 | -235 | 0.72 | COc1ccc(Cc2nnc(NC(=O)Cn3cnc4c3c(=O)n(C)c(=O)n4C)s2)cc1
nt | 0 | nt | CC1=NNC(=O)C1C(c1ccc(F)cc1)C(C#N)C#N (stereo unspecified)
-0.31 | 24 | 0.36 | Cc1ccc2cc(CN(C(=O)c3ccncc3)C(C)C)c(=O)[nH]c2c1
-1.7 | -76 | -2.2 | CCCC(=O)Nc1ccccc1-c1nnn(CC(=O)Nc2ccc(OCC)cc2)n1
-0.35 | 0 | 0.59 | COc1ccc(OC(C)C(=O)N2CCOCC2)cc1 (stereo unspecified)
1.5 | nt | 4.3 | O=C1c2ccccc2C(Nc2ccc(-c3nc4ccccc4[nH]3)cc2)N1Cc1ccco1 (stereo unspecified)
0.43 | nt | 1.1 | CCC(=O)NNc1cc(=O)c2c(=O)n(C)c(=O)n(C)c2[nH]1
0.17 | -67 | -0.15 | N#Cc1nc(-c2cccs2)oc1N1CCN(c2ccccc2)CC1
-0.6 | 12 | -0.97 | Cc1ccc2[nH]c(=O)c(CN(Cc3cccs3)C(=S)NCC3CCCO3)cc2c1 (stereo unspecified)
-0.44 | nt | 0.05 | CN(Cc1ccccc1)C(=O)Cn1c(=O)oc2cc(S(=O)(=O)N3CCCC3)ccc21
-1.4 | 57 | -1.2 | O=C(/C=C/c1ccccc1)N1CCC(Cc2ccccc2)CC1
0.74 | nt | 0.53 | CC1(C)CC(=O)c2sc(NC(=O)CCS(=O)(=O)c3ccccc3)nc2C1
0.64 | nt | -0.69 | O=C(COc1ccc(Cl)cc1)Nc1ccc2oc(-c3ccncc3)nc2c1
0.07 | -15 | 0.33 | COC(=O)Cc1ccc(NC(=O)c2ccc(Br)o2)cc1
0.84 | nt | 1.1 | CC(=O)NNC(=O)CCC(=O)Nc1ccccc1
nt | 4 | nt | O=C(CCn1c(=S)[nH]c2ccccc2c1=O)NCCc1ccc(Cl)cc1

# (further entries)
sdo1 growth Rescue 24 h | INS promoter inh | sdo1 growth | Compound
0.37 | 0 | 0.13 | CC(=O)c1cccc(N/C=C\c2nnnn2-c2ccc(F)cc2)c1
-0.58 | 9 | -0.46 | CCCn1nc2cc(C(=O)NCc3ccc(OC(F)(F)F)cc3)ccc2c1OCC
0.64 | 10 | -0.45 | COc1ccc(C)cc1NC(=O)COC(=O)c1ccc(OCc2ccc(Cl)cc2Cl)c(OC)c1
-0.15 | 52 | 0.11 | CC(C)(C)c1ccc(S(=O)(=O)CCc2ccccn2)cc1
nt | 0 | nt | COc1ccc(C2CC(c3cccs3)=NN2c2nc(C)c(C(C)=O)s2)cc1OC (stereo unspecified)
-0.41 | 11 | -0.65 | COc1cc(-c2nnc(-c3ccco3)o2)ccc1OCc1ccccc1
-0.25 | 29 | -0.64 | COc1ccc(C(=O)Nc2ccccc2N2CCOCC2)cc1[N+](=O)[O-]
0.56 | -28 | -0.01 | O=C(CCN1CCCCCC1)Nc1ccccc1F
-0.34 | -31 | -0.43 | O=C(Nc1ccccc1)c1ccc(F)c(S(=O)(=O)N2CCOCC2)c1
